Source: PubChem (Broad Institute)
RAD54 inh: RAD54 (human) branch migration inhibition | Q92698 | RAD54 Holliday junction branch migration, FAM/BHQ fluorescence | inhibition, % at 10.4 µM | 360,000 compounds, 0.14% hits;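 active = mean normalized replicate activity at least 40 and at least half of replicates scoring 40 or more; inconclusive = only one of the two criteria met; inactive = mean below 40 and under half of replicates reaching 40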;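 also: 0% = median of neutral control wells and 100% = median of positive control wells; inhibitors cause a drop in the FAM fluorescence signal; in these data hits start at about 50%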
ERAP1 HTS inh: blocks human ERAP1 aminopeptidase activity; Q9NZ08; recombinant ERAP1, Leu-AMC fluorescence, 60 min; inhibition, % at 10.7 µM; 340,000 compounds, 0.15% hits; AID 652197;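 active = mean replicate inhibition of at least 30%, or all replicates individually reaching that 30% level; inactive = mean below 30% and not every replicate reaching it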;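 also: 0% = neutral control wells and 100% = L-leucinethiol positive control wells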
RAD52 inh: inhibitors of human RAD52 DNA annealing; 360,000 compounds, 0.46% hits; AID 651710; inhibition, % at 18.7 µM; recombinant RAD52 DNA annealing, FRET fluorescence;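 active = every replicate showing at least 50% inhibition; inconclusive = mean inhibition at least 50% but not in every replicate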
Target sequence (P43351 whole entry, looked up): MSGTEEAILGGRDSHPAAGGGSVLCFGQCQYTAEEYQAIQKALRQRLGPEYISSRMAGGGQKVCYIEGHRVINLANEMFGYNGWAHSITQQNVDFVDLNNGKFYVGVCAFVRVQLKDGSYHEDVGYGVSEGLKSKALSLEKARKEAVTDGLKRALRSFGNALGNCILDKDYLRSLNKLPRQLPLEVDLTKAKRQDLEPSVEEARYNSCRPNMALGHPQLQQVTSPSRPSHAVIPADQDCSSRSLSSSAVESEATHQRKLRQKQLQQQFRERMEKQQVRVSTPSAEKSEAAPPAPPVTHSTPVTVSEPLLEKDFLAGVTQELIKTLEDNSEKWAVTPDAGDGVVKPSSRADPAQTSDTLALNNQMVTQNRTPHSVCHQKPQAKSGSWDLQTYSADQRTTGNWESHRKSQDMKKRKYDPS
E-sel inducer: E-selectin induction on HUVECs | HUVEC E-selectin immunofluorescence imaging; normalized: neutral wells 0, TNF-alpha wells 100 | P16581 | activation, % at 7.58 µM | 260,000 compounds, 0.37% hits;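 active = mean E-selectin-positive cell signal at least 10% of the positive control, reached in at least 60% of replicates, without over 20% cell loss; inconclusive = no rule given, readout overlaps actives, possibly toxicity-flagged; inactive = the rest, including those meeting only one limit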;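 also: in these data hits start at about 27%; measured in HUVEC primary endothelial cells; signal is the percent of cells scored E-selectin positive by PE staining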
Target sequence (P16581 whole entry, looked up): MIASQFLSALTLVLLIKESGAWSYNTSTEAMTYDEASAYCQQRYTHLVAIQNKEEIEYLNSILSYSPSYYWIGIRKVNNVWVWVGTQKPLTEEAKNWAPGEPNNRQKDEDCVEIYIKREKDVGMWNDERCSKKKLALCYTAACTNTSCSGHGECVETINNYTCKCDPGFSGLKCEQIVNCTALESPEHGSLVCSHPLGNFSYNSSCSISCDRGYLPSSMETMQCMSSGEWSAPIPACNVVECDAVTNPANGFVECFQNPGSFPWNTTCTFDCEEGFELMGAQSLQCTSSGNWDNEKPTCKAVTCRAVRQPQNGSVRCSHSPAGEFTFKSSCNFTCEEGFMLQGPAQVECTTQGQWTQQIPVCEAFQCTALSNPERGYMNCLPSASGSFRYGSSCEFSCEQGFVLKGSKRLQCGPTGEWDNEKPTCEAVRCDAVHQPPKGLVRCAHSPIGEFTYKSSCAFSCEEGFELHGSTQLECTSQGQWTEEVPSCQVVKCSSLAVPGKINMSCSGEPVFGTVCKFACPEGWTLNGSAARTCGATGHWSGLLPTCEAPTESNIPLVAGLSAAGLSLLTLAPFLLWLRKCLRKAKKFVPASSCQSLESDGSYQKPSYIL
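System: HUVEC / Compound: single concentration / Signal: immunofluorescence imaging / Read-out: percent E-selectin-positive cells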
S100A4 MyoIIA: blocks human S100A4 binding to myosin IIA peptide; AID 652163; inhibition, % at 10.7 µM; P26447; S100A4/TAMRA-MyoIIA peptide fluorescence polarization; 360,000 compounds, 0.14% hits;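 active = mean inhibition of at least 70% across replicates, with every replicate also reaching that level; inconclusive = mean inhibition reaches 70% but some replicates fall short; inactive = mean inhibition below 70%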
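Test system – S100A4 monomer (human) · Compound – single-point compound testing · Schedule – 5 min incubation before reading · Probe or stimulus – TAMRA-labelled myosin IIA heavy-chain peptide probe, 5 nM · Benchmarks – neutral control DMSO, positive control TFP · Medium – Calcium-containing HEPES buffer, pH 7.2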
ERp5 block: blocks human ERp5 reductase activity on insulin | Q15084 | 350,000 compounds, 0.05% hits | AID 651711 | ERp5 insulin aggregation, absorbance 650 nm, 90 min | inhibition, % at 9.99 µM;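 active = mean replicate inhibition above about 25%, with every replicate also reaching it, limit read from the data, passing the limit was not always enough; inconclusive = only one of those two criteria met; inactive = neither criterion met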
esBAF inh: inhibitors of esBAF chromatin remodeling in mouse ES cells. Bmi1-luciferase knock-in reporter, 24 h; 100% = twice the neutral-well signal. reporter increase, % at 12.5 µM. 350,000 compounds, 2% hits. AID 602393; in the data active = activation above about 40%; inconclusive = no clear call, values can overlap the other calls;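 also: 0% = median of the plate's neutral control wells and 100% = double that signal; a rise in the Bmi1 reporter signal indicates esBAF inhibition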
Xi reactivation: reactivates the inactive X chromosome in mouse fibroblasts | XiGFP mouse fibroblasts, % GFP-positive cells imaging, 3 d; cells co-treated with 5-aza-dC sensitizer; scaled so ellipticine positive control = 100% | activation, % at 7.58 µM | 360,000 compounds, 0.055% hits | AID 743238;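 active = mean normalized replicate activation at least 10% and every replicate at or above 10%; inconclusive = only one of the two criteria met; inactive = mean below 10% and not all replicates reach 10%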;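 also: 0% = median of on-plate neutral control wells and 100% = ellipticine 6 µM median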
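material = 68-5-11 XiGFP fibroblast line | medium = DMEM plus 5-aza-dC sensitizer | schedule = 3 days compound exposure | benchmarks = positive control ellipticine, 6 µM final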
An asterisk follows results filed as active; ? = inconclusive; . = no result given.

SMILES	RAD54 inh	ERAP1 HTS inh	RAD52 inh	E-sel inducer	S100A4 MyoIIA	ERp5 block	esBAF inh	Xi reactivation
COC(=O)C1=C(C)NC(=S)NC1c1ccc(OC(=O)c2ccco2)cc1 (centres undefined)	.	-5	-20	.	-5	0	.	0.0
COc1ccccc1-c1ccc([C@@H]2[C@@H](CO)N3CCCCN(C(=O)c4cccnc4)C[C@@H]23)cc1	4	3	-8	0.8	7	-4	5	0.0
Cc1cc(C)n(CC(=O)N/N=C/c2ccc3c(c2)OCO3)n1	.	4	-10	1.0	-18	-2	6	0.0
Cc1ccc(-c2[nH]c3ccccc3c2SCCNC(=O)c2ccc(S(=O)(=O)N3CCOCC3)cc2)cc1	7	2	1	1.0	-19	-1	12	0.1
CC1CCc2c(sc3nc(CSc4nnnn4C)[nH]c(=O)c23)C1 (centres undefined)	8	-2	-38	-1.7	-2	1	13	0.0
Cc1ccc(-n2c(SCc3cc(=O)n4ccsc4n3)nnc2-c2cccnc2)c(C)c1	-6	-8	-9	.	-1	-3	-2	.
COc1ccc(-c2nn(C)c3sc(C(=O)NCCN(C)C)cc23)cc1OC	97*	0	101*	-0.3	4	-4	-12	0.1
Cc1ccc2[nH]c3c(=O)n(CC(=O)NCCCN(C)Cc4ccccc4)ncc3c2c1	3	-2	-27	.	1	7	-3	0.1
O=C(c1cccc(C(F)(F)F)c1)C1CCCN(C(=O)CCCn2cncn2)C1 (centres undefined)	.	4	2	.	-3	3	.	0.0
O=C(C[C@@H]1CC[C@@H]2[C@H](COC[C@@H](O)CN2C(=O)Nc2cccc(F)c2)O1)NCc1ccccc1F	1	-4	13	0.0	25	-4	25	0.3
C[C@H]1CN([C@@H](C)CO)S(=O)(=O)c2ccc(-c3cccnc3)cc2O[C@@H]1CN(C)CC1CC1	9	2	5	.	8	8	-4	.
CO[C@@H]1CN(C)C(=O)c2ccc(NC(=O)C3CCOCC3)cc2OC[C@H](C)N(C)C[C@H]1C	2	.	.	3.7	.	.	-5	0.9
CNC[C@H]1Oc2c(NS(=O)(=O)c3cccs3)cccc2C(=O)N([C@H](C)CO)C[C@H]1C	-12	-3	-20	-0.1	-14	4	-2	0.0
COc1cccc(-c2ccc([C@H]3[C@H](CO)N4C(=O)CN(C(=O)C5CCC5)C[C@@H]34)cc2)c1	.	-1	11	0.1	-3	-5	.	0.0
C/C(=N\NC(=O)c1ccco1)c1ccc(-c2ccccc2)cc1	-4	-3	-8	-12	-24	4	59*	0.4
C[C@H](CO)N1C[C@H](C)[C@H](CN(C)S(=O)(=O)c2ccccc2F)OCc2ccccc2-c2ccccc2C1=O	0	-1	18	-0.5	-4	-3	-1	-1.2
N#Cc1cc([N+](=O)[O-])ccc1NCCCn1ccnc1	-3	3	-1	.	-6	1	-10	0.1
COc1ccc(-c2cc(-c3ccccc3)no2)cc1	2	0	-12	0.6	-16	1	-40	0.0
CCS(=O)(=O)N1[C@H](CO)[C@@H](c2ccc(C#Cc3ccccc3F)cc2)[C@@H]1C#N	-8	1	-75	0.2	14	1	-53	0.1
COc1ccc(C)cc1NC(=O)CCS(=O)(=O)c1ccc2c(c1)oc(=O)n2C	.	1	0	-0.1	0	-1	-5	0.1
COCCn1nc2cc(C(=O)NCc3cc(C(F)(F)F)cc(C(F)(F)F)c3)ccc2c1OC	-14	.	-27	0.0	-9	-1	1	0.1
CCOc1ccc(CCNC(=O)CN2C(=O)NC(CCSC)C2=O)cc1OCC (centres undefined)	-7	1	1	6.2	-1	6	8	0.0
COc1ccc(Br)c(C(=O)OCC(=O)NC(=O)NC2CCCC2)c1	-6	0	-10	0.9	-4	4	0	1.0
COc1ccccc1C(=O)NC(=O)COC(=O)c1nc2nc(C)cc(C)n2n1	-2	3	-12	.	-3	-1	.	0.3
Cc1cccc(N2C(=O)C3CCC(c4ccccc4)CC3C2=O)c1 (centres undefined)	.	-2	-13	6.9	7	-1	.	0.1

(next part)
SMILES	RAD54 inh	ERAP1 HTS inh	RAD52 inh	E-sel inducer	S100A4 MyoIIA	ERp5 block	esBAF inh	Xi reactivation
CO[C@H]1CN(C)C(=O)c2ccc(NS(=O)(=O)c3ccc(-c4ccccc4)cc3)cc2OC[C@@H](C)NC[C@@H]1C	.	25	29	-0.2	4	8	.	2.4
C[C@H]1CN([C@@H](C)CO)S(=O)(=O)c2ccc(C#CC3CC3)cc2O[C@@H]1CN(C)Cc1ccncc1	-6	0	8	-0.1	8	11	-4	-0.6
COc1ccc(C(O)c2nc(-c3ccc(OC)c(OC)c3)cs2)cc1 (centres undefined)	12	1	-11	-0.1	-2	-1	-5	0.1
C[C@@H]1CN([C@H](C)CO)C(=O)c2cc(C3=CCCCC3)cnc2O[C@@H]1CN(C)C(=O)Cc1cccnc1	-1	3	7	0.0	-2	1	4	-0.8
COc1ccc(S(=O)(=O)NCC2CCCO2)c(Cl)c1Cl (centres undefined)	-15	-2	-2	.	-6	1	1	0.0
O=C(Cc1ccncc1)N[C@@H]1CC[C@H](CCn2cc(-c3ccccc3F)nn2)O[C@@H]1CO	-9	-3	-8	-0.2	-3	-3	-7	0.2
O=C(CN1C(=O)NC(Cc2c[nH]c3ccccc23)C1=O)NC1CCCCC1 (centres undefined)	9	-2	4	.	10	-11	-5	0.3
CCC(C(=O)OCC(=O)Nc1ccc(F)cc1)c1ccccc1 (centres undefined)	6	-1	-8	.	3	0	2	0.2
Cc1c(C)c(C)c(CN2CCCC2)c(C)c1C	.	-8	-10	.	-9	5	.	0.2
CCOC(=O)c1cnc2c(C)c(C)ccc2c1NCCN1CCOCC1	20	1	0	.	-3	3	4	0.3
O=C(COC(=O)/C=C/c1cccc(C(F)(F)F)c1)NC(=O)NCc1ccco1	-8	0	-14	-0.6	0	4	-10	?
C=CC[C@@H](CC(=O)N(CCO)Cc1ccccc1)C(=O)N[C@H](COC(=O)[C@@H](CC=C)Cc1ccc(F)cc1)Cc1c[nH]c2ccccc12	-1	.	-8	0.4	1	3	4	-0.3
O=C(c1ccccc1)N1CCN(c2ccc([N+](=O)[O-])c(N3CCOCC3)c2)CC1	.	12	-12	-8.7	-1	-2	.	0.0
C[C@@H]1CN([C@@H](C)CO)C(=O)Cc2cc(NC(=O)CCC(F)(F)F)ccc2O[C@H]1CN(C)C(=O)Nc1ccc2c(c1)OCO2	5	-3	9	-2.5	-8	16	6	-0.1
CN(CCCN1CCOCC1)C(=O)c1ccc2nc(Cc3cccc(Cl)c3)oc2c1	-6	2	1	.	-7	-4	-8	0.0
COc1ccc(C(c2nnnn2Cc2cccs2)N2CCN(c3ccccc3F)CC2)cc1OC (centres undefined)	-4	-10	-2	.	8	10	10	.
COc1cc(C#Cc2c(C=O)n(C)c3ccccc23)cc(OC)c1	-11	-1	-181	0.0	2	-5	-3	0.0
C[C@@H]1CN([C@@H](C)CO)C(=O)c2cccc(NS(=O)(=O)c3ccccc3)c2O[C@H]1CN(C)C(=O)NC1CCCCC1	-12	-2	8	-0.1	-6	-3	1	-0.8
Cc1noc(C)c1NC(=O)Nc1ccc2c(c1)C(=O)N([C@H](C)CO)C[C@@H](C)[C@@H](CN(C)S(=O)(=O)c1ccc(Cl)cc1)O2	5	0	-1	0.1	-2	-10	-6	0.4
COC(=O)c1cc(/C=C/c2ccccc2)[nH]n1	-10	-2	2	.	-3	3	61*	0.0
COc1ccc(C(=O)CSc2nnnn2C)c(OC)c1	.	1	-7	-0.1	-3	-3	.	0.0
COc1cccc(C(=O)NNC(=O)C2CCCO2)c1 (centres undefined)	-2	3	-4	-0.2	-1	0	2	0.3
O=C(CCc1nc2ccccc2[nH]c1=O)OCC(=O)c1ccc(Cl)cc1	4	-1	-18	.	3	1	0	.
O=C(Nc1ccccc1)c1ccc2c(c1)OCCCO2	-2	4	-14	.	-1	1	-27	0.2
COc1cc(NC(=O)CCN2CCN(c3ccccc3OC)CC2)cc(OC)c1	11	2	3	0.1	-3	-2	-2	-0.1

The list continues.
SMILES	RAD54 inh	ERAP1 HTS inh	RAD52 inh	E-sel inducer	S100A4 MyoIIA	ERp5 block	esBAF inh	Xi reactivation
CC(C)C#Cc1ccc2c(c1)O[C@@H](CN(C)S(=O)(=O)c1cn(C)cn1)[C@H](C)CN([C@H](C)CO)S2(=O)=O	6	-1	-5	0.7	3	0	7	-0.8
N#C[C@@H]1[C@H](c2ccc(-c3ccc(F)cc3)cc2)[C@H](CO)N1C(=O)Cc1ccccc1	-6	-2	-53	-0.2	10	-4	7	-0.1
COc1ccc(OC)c(-c2csc(NC(=O)c3ccc(OCC4CCCO4)cc3)n2)c1 (centres undefined)	1	0	-14	.	-2	-3	9	0.1
O=C(/C(N=Nc1cccc(C(F)(F)F)c1)=C(/O)c1cccs1)C(F)(F)F	.	3	-3	.	4	.	.	0.0
CCOc1ccc2nc3cc(NCc4ccc(OC)cc4)ccc3c(N)c2c1	10	-3	-233	.	11	6	-82	.
O=C(CC1CC1)N1CC(=O)N2[C@@H](CO)[C@@H](c3ccc(C#Cc4ccccc4)cc3)[C@@H]2C1	.	-2	-6	-0.2	-16	4	.	0.3
CC(=O)c1cnc(SCC(=O)O)nc1C	1	12	-11	.	-6	0	-6	0.3
C[C@@H]1CCCCO[C@H](CN(C)C(=O)NC2CCCCC2)[C@H](C)CN([C@H](C)CO)C(=O)c2cc(NC(=O)Nc3cccc4ccccc34)ccc2O1	-11	5	30	0.0	-10	0	-2	0.0
CCOC(=O)CC1C(=O)NCCN1C(=O)c1ccc(Cl)cc1 (centres undefined)	-4	1	-19	0.2	3	0	0	1.4
Cc1ccc(C(=O)CC2(O)C(=O)N(C)c3ccccc32)s1 (centres undefined)	.	8	-4	.	1	4	.	0.0
O=C(NC1CCCN(Cc2ccc(Cl)cc2)C1)c1cccc(N2CCCC2=O)c1 (centres undefined)	-8	2	-10	.	1	4	0	0.1
Cc1onc(-c2ccccc2)c1C(=O)N1CCN(c2ccccc2)CC1	-17	0	-9	-4.3	-11	-2	-2	0.1
CCN(CC)C(=O)Cn1cc(C(=O)C(=O)N2CCN(c3ccccc3)CC2)c2ccccc21	-4	5	-1	.	-1	-4	-1	0.0
CSC1=NCCN1C(=O)Cc1ccc(-c2ccccc2)cc1	.	4	-17	.	2	-6	.	0.1
CC(C(=O)Nc1ccc2c(c1)OCCO2)N(C)CC(=O)Nc1ccccc1Br (centres undefined)	8	2	-6	-0.3	2	-1	2	0.4
COc1ccc(CCN(C)C(=O)C(CCSC)NC(=O)c2ccco2)cc1OC (centres undefined)	-4	0	-6	.	-1	0	1	-0.2

Grouped by structure, the entries above containing a furan ring, fused or not
SMILES	RAD54 inh	ERAP1 HTS inh	RAD52 inh	E-sel inducer	S100A4 MyoIIA	ERp5 block	esBAF inh	Xi reactivation
COC(=O)C1=C(C)NC(=S)NC1c1ccc(OC(=O)c2ccco2)cc1 (centres undefined)	.	-5	-20	.	-5	0	.	0.0
C/C(=N\NC(=O)c1ccco1)c1ccc(-c2ccccc2)cc1	-4	-3	-8	-12	-24	4	59*	0.4
O=C(COC(=O)/C=C/c1cccc(C(F)(F)F)c1)NC(=O)NCc1ccco1	-8	0	-14	-0.6	0	4	-10	?
COc1ccc(CCN(C)C(=O)C(CCSC)NC(=O)c2ccco2)cc1OC (centres undefined)	-4	0	-6	.	-1	0	1	-0.2
